Screening data from PubChem.
AmpC no deterg: AmpC beta-lactamase inhibition without detergent; AmpC nitrocefin hydrolysis, absorbance 480 nm, 0.0001% Triton; 0.52% of 330,000 active; P00811; Potency, µM (series often up to 57.1 µM), for the others: top-dose activity change, negative = inhibition, most hits filed as inhibitors; AID 485341;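 note: potency is the fitted concentration of half-maximal effect; plate controls were no compound for no effect and no enzyme for full effect; nearly all actives have a fitted effect of over 20% in size; some results filed as inactive show a strong effect at the top dose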
Target sequence (P00811 whole entry, looked up): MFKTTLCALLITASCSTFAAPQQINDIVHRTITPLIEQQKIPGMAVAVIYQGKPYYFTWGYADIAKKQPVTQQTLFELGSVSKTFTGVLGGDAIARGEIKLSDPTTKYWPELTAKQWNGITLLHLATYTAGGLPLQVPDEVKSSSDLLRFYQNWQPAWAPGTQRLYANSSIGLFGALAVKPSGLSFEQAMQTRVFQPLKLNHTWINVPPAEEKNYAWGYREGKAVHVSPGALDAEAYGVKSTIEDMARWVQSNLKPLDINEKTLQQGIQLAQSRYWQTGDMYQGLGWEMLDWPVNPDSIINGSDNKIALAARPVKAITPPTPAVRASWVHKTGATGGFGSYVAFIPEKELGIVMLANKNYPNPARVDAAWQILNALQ
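20 mM phosphate pH 7.0 + 0.01% (detergent screen) or 0.0001% Triton X-100; 5.3 nM AmpC reagent; cpd preinc 15 min RT; nitrocefin (800 uM stock) to start; A480 q20 s × 4 min; Activity was normalised to no-enzyme and no-compound control wells.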
AmpC detergent: blocks E. coli AmpC beta-lactamase in detergent assay; P00811; AmpC hydrolysis of nitrocefin, absorbance 480 nm, 0.01% Triton; Potency, µM (top dose mostly 114 µM), for inactives: top-dose activity change, negative = inhibition, usual class: inhibitors; 0.041% of 370,000 active; AID 485294;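 note: potency is the fitted concentration of half-maximal effect; 0% = no-compound wells and -100% = no-enzyme wells; nearly all actives have a fitted effect of over 25% in size; some results filed as inactive show a strong effect at the top dose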
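20 mM phosphate pH 7.0 + 0.01% (detergent screen) or 0.0001% Triton X-100; 5.3 nM AmpC reagent; cpd preinc 15 min RT; nitrocefin (800 uM stock) to start; A480 q20 s × 4 min; Activity was normalised to no-enzyme and no-compound control wells.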
Sm TGR block: S. mansoni TGR enzyme inhibition | Q962Y6 | purified TGR, DTNB reduction, TNB absorbance 405 nm | Potency, µM (titrated, usually from 114 µM), without a hit: top-dose activity change, negative = inhibition, usual class: inhibitors | 3% of 360,000 active | AID 485364; note: potency is the fitted concentration of half-maximal effect; nearly all actives have a fitted effect of over 60% in size
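Kinetic colorimetric format: TGR-catalysed, NADPH-driven DTNB reduction monitored via TNB absorbance. Enzyme dispensed at 20 nM; compound exposure 15 min at room temperature before reaction start.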
Giardia FBPA inh: blocks Giardia fructose-bisphosphate aldolase activity. AID 2451. 0.71% of 290,000 active. Potency, µM (highest dose often 59.6 µM), for inactives: at the top dose activity, negative = inhibition, actives largely listed as inhibitors. purified Giardia FBPA; note: potency is the fitted concentration of half-maximal effect; nearly all actives have a fitted effect of over 55% in size
Target sequence (A8B2U2 whole entry, looked up): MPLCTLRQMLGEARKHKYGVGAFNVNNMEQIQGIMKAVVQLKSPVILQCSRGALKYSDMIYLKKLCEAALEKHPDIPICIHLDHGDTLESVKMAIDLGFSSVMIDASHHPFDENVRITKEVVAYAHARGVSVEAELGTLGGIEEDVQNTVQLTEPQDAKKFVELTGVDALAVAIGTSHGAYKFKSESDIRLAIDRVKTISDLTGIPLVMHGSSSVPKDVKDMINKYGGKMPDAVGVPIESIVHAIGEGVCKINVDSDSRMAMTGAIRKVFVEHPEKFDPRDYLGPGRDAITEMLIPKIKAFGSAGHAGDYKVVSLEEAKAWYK
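40 nM FBPA preincubated 10 min at RT with compound (up to 57.5 uM final), then substrate plus GAPDH/TPI/NAD/arsenate coupling and diaphorase/resazurin added. Fluorescence read after 20 min at RT, 525/598 nm.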
HCV inh: HCV inhibition; Huh7.5.1 HCVcc-Cre infection, luciferase reporter, 44 h; Potency, µM (series often up to 41.8 µM), inactives show at the top dose activity change, negative = inhibition, hits mostly inhibitors; 3.4% of 340,000 active; note: potency is the fitted concentration of half-maximal effect
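Infectious HCVcc-Cre (~0.5 moi) was added to cells just after compound, with cells seeded 4 h earlier at 1,000 per well. Luciferase activity after 44 h culture reported infection; substrate was incubated 15 min at room temperature before reading.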
HCMV antiviral: blocks human cytomegalovirus replication | HFF cells, HCMV-luciferase reporter, 72 h; hits give low values | activity change, negative = inhibition, % at 57.5 µM | 4.5% of 410,000 active; in the data active = activity change below about -60%; inconclusive = no clear call, values can overlap the other calls; inactive = above about -39%
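Inhibition of viral replication was scored as loss of reporter luminescence in HFFs infected with HCMV-luciferase (MOI 1 PFU/cell) for 72 h; compounds tested at 2 doses, normalized to buffer and Salinomycin controls.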
* hit, by the source's call; ? = inconclusive; / = not tested or not shown; & = joins results of further samples; [ ] = another dose, or the depositor's remark. Unless noted, calls come from the whole dose curve; as a rule, active = well fitted curve in the direction sought with a large enough effect; inconclusive = small, poorly fitted or top-dose-only effect, or another doubt; inactive = no such curve, though single readings can be large; an effect the other way counts as inactive or inconclusive. Unless noted, % is set by controls: 0 for no effect and ±100 for the full control effect. The order is random; 9.9% or so of the library scored in one or more.

Sample of the layout, 4 compounds:
compound	AmpC no deterg	Giardia FBPA inh	HCMV antiviral	AmpC detergent	HCV inh	Sm TGR block
COc1ccc(CNC(=O)CN2C(=O)COc3ccc(S(=O)(=O)N4CCC(C)CC4)cc32)cc1	-3%	1%	?	-6%&-4%	-3%	-1%&-2%
O=C(Nc1ccc(Cl)cc1)Nc1nnc(Cc2ccc([N+](=O)[O-])cc2)s1	-27%	4%	-38	-1%	7%	-2%
CCn1ncc(Br)c1C(=O)Nc1cccc(C(C)=O)c1	-11%	-10%	82	-12%	27%	-31%
Cn1c(=O)c2cc(S(=O)(=O)NC(Cc3ccccc3)C(=O)Nc3ccc(F)cc3)ccc2n(C)c1=O (configuration not stated)	/	/	-9	11%	/	-3%

Results, from the first entry:
compound	AmpC no deterg	Giardia FBPA inh	HCMV antiviral	AmpC detergent	HCV inh	Sm TGR block
COc1ccc(CNC(=O)CN2C(=O)COc3ccc(S(=O)(=O)N4CCC(C)CC4)cc32)cc1	-3%	1%	?	-6%&-4%	-3%	-1%&-2%
O=C(Nc1ccc(Cl)cc1)Nc1nnc(Cc2ccc([N+](=O)[O-])cc2)s1	-27%	4%	-38	-1%	7%	-2%
CCn1ncc(Br)c1C(=O)Nc1cccc(C(C)=O)c1	-11%	-10%	82	-12%	27%	-31%
Cn1c(=O)c2cc(S(=O)(=O)NC(Cc3ccccc3)C(=O)Nc3ccc(F)cc3)ccc2n(C)c1=O (configuration not stated)	/	/	-9	11%	/	-3%
COc1ccc(NS(=O)(=O)c2cc(OC)ccc2NC(=O)c2cc(C)oc2C)cc1	-15%	-2%	24	-14%	4.5µM*	-1%
CCN1C(=O)[C@H]2[C@H]3CN=C(SCc4ccc(C)cc4)N3[C@@](CC)(C(=O)OC)[C@H]2C1=O	136%[activator]	/	5	/	?	/
O=C(CN1C(=O)/C(=C/c2cccc(Cl)c2)SC1=S)NC1C=CS(=O)(=O)C1 (configuration not stated)	26%	-3%	-23	2%	8%	9%
O=C1CSC(c2cccc([N+](=O)[O-])c2)N1c1ccccc1F (configuration not stated)	-17%	4%	-29	3%	2%	-3%
O=C(Nc1ccc(Cl)c(Cl)c1)OCCNC(=O)c1ccncc1	-6%	0%	?	7%	8%	3%
Cc1cc(C)c2c(=O)cc(C(=O)Nc3nc4ccc(F)cc4s3)oc2c1	/	/	10	10%	/	12%
COc1cc2c(cc1OC)CN(C(=O)CCNS(=O)(=O)c1ccccc1F)CC2	4%	/	3	1%	8%	-8%
CSc1nc(C)cc(OCCNS(=O)(=O)c2cc(C)ccc2C)n1	-8%	4%	-8	2%	22µM*	3%
Cc1ccc(C(C)C)c(OCC(O)CN2CC(C)OC(C)C2)c1 (configuration not stated)	107%[activator]	-2%	-16	-3%	-21%	6%
COc1ccc(C(C)(C)C)cc1NC(=O)CCN1C(=O)C2CCCCC2C1=O (configuration not stated)	83%[activator]	/	0	?	2%	-10%
Nc1nc2nccc(-c3ccccn3)n2n1	-18%	5%	0	-9%	9%	2%
CC(=O)Nc1ccc(N=Cc2c(O)c(C(=O)Nc3ccccc3)cc3ccccc23)cc1	-35%	?	2	-8%	7%	-10%
Cc1ccc(NS(=O)(=O)c2cc(C(=O)Nc3cccnc3)ccc2C)cc1	28µM*	/	11	6%	/	-3%
S=C(Nc1ccc(Br)cc1)Nc1ccc2c(c1)OCCO2	-29%	-9%	19	-6%	?	-30%
CN(CC(=O)N(C)CC(=O)Nc1c(Cl)cccc1Cl)Cc1ccc(Br)s1	25%	/	-14	-13%	-6%	-31%
COc1ccc(N2C(=O)NC(NS(=O)(=O)c3ccc(NC(C)=O)cc3)(C(F)(F)F)C2=O)cc1 (configuration not stated)	-6%	8%	-7&2	-13%&-2%	15%	0%&-14%
CC(CN1CCOCC1)OC(=O)c1ccc(C(C)(C)C)cc1 (configuration not stated)	65%[activator]	-24%	?	-6%	-19%	4%
O=C(c1cccs1)N1CCN(c2ccc(F)cc2)CC1	-6%	6%	0	-10%	-5%	-34%
Cc1cccc(C(=O)NCCC(=O)N2CCc3ccccc3C2)c1	6%	/	?	3%	12%	-8%
O=C(NCCCn1ccnc1)c1cc(C(=O)C2CC2)c[nH]1	3%	-9%	58	-15%	11%	-2%
O=C(Nc1nccs1)C1CC(=O)N(Cc2ccco2)C1 (configuration not stated)	-22%	0%	-26	-8%	19%	10µM*
O=C(c1ccc(Cl)cc1)N1N=C(c2ccccn2)CC1(O)C(F)(F)F (configuration not stated)	-12%	-4%	-99*	-6%	?	1%
Cc1cc(-c2ccccc2)nc(Cl)c1C#N	42%[2.29 µM]	4%	20	?	5%	-2%
O=C(Nc1nc(-c2ccccn2)cs1)c1ccc(Cl)s1	-13%	?	-96*	-6%	?	-15%
O=C(c1cc2ccccc2oc1=O)N1CCC2(CC1)OCCO2	-18%	3%	7	0%	10%	-21%
CCCNS(=O)(=O)c1ccc(OCC(=O)N2CCN(Cc3ccc4c(c3)OCO4)CC2)cc1	58%	7%	?	-1%	?	-16%
CCOc1ccc(OCC)c(-c2c(=O)n(OCc3ccccc3Br)c3ccccc3[n+]2[O-])c1	46%	4%	?	-2%	-1%	-1%
O=C(CSc1nc2ccccc2[nH]1)Nc1cc(C(F)(F)F)ccc1N1CCOCC1	0%	0%	-31	?	?	?
O=CNCCCc1nc2ccccc2n1Cc1cccc2ccccc12	128%[activator]	0%	17	2%	6%	-23%
CSc1nc(-c2ccc(C)cc2)nc(N)c1C#N	-7%	-3%	92	4%	-2%	6%
CCOc1ccc(NC(=O)CN(C)S(=O)(=O)c2ccc3[nH]c4c(c3c2)CCCC4)cc1	/	/	-20	-6%	/	3%
COC(=O)C1=C(C(=O)OC)[C@@H]2N(C)c3ccc(OC)cc3[C@@]23C[C@@H](C(=O)OC)N(C(=O)COCc2ccccc2)C3=N1	/	2%[12.9 µM]	11	/	17%	/
CCc1sc(C(=O)Nc2ccccc2N2CCOCC2)cc1C	2%	-2%	-75*	1%	?	1%
CC(=O)NC1C(=O)Nc2c(C)cc(C)cc21 (configuration not stated)	-21%	-3%	-19	?	2%	9%
COC(=O)c1ccc(NC(=O)Cn2c(=O)oc3ccccc32)cc1	/	/	-1	18%	/	1%
CCN(CC(=O)Nc1cc(Cl)ccc1C)C(=O)CSCc1c(C)noc1C	2%	/	-4	10%	?	6%
CC1CCC2(CC1)NC(=O)N(CC(=O)NCc1ccc(F)cc1)C2=O (configuration not stated)	-15%	/	-12	-11%	-7%	-7%
CCCCn1cc(S(=O)(=O)c2ccc(OC)cc2)c(=O)c2cc(F)c(N3CCOCC3)cc21	/	/	-6	20%	/	-1%
CCOC(=O)NC(=O)COC(=O)CNC(=O)c1ccc(OCC)c(OCC)c1	1%	0%	23	-5%	-10%	-11%
Cc1ccc(NC(=O)N2CCCC2C(=O)NCc2cccs2)cc1 (configuration not stated)	-6%	2%	30	?	-2%	-3%
CNC(=O)C1CC(=O)N(CCCc2ccccc2)C(=Nc2ccccc2)S1 (configuration not stated)	133%[activator]	-3%	-14	-1%	4%	3%
Cc1nnc(SCC(=O)NCc2ccccc2Cl)[nH]c1=O	-30%	12%	20	3%	13%	-6%
Cc1cc(C)cc(NC(=O)c2sc3nc(-c4ccccc4)cn3c2C)c1	/	/	-13	4%	/	-6%
COc1cc(NC(=O)Nc2c[nH]c(=O)[nH]c2=O)cc(OC)c1OC	/	/	-5	1%	/	6%
CCCS(=O)(=O)c1c(S(=O)(=O)CCC)c2c(N)cccn2c1C(=O)c1ccc(OC)cc1	8%	?	?	-7%	25µM*	-36%
Cc1ccc(C)c(NS(=O)(=O)c2cc3c4c(c2)C(C)C(=O)N4CCC3)c1 (configuration not stated)	/	/	9	1%	/	0%

Next records
compound	AmpC no deterg	Giardia FBPA inh	HCMV antiviral	AmpC detergent	HCV inh	Sm TGR block
Cc1ccccc1C(=O)OCC(=O)N(C)c1c(N)n(Cc2ccccc2)c(=O)[nH]c1=O	5%	/	-15	-4%	16%	-22%
O=C(CCCNS(=O)(=O)c1cccs1)N1CCN(c2ccc(F)cc2)CC1	-1%	9%	-31	2%	-1%	-11%
CSc1ccc(CCNC(=O)c2ccc3c(Cl)c4c(nc3c2)CCCC4)cc1	/	/	?	4%	/	2%
c1ccc2[nH]c(CCNC3CCCCC3)nc2c1	-17%	-7%	84	-22%	2%	1%
Cc1cc(CNC(=O)COc2ccccc2)c2ccccc2n1	1%	7%	19	0%	-25%	3%
Cc1cccc(N2CCN(C(=O)CCS(=O)(=O)c3ccc4c(c3)CC(=O)N4C)CC2C)c1 (configuration not stated)	/	/	-8	3%	/	13µM*
O=C(CCN1C(=O)c2ccccc2C1=O)Nc1cccc(S(=O)(=O)N2CCCCC2)c1	-20%	2%	13	3%	-9%	-14%
COc1ccc(S(=O)(=O)Nc2c(C)n(C)n(-c3ccccc3)c2=O)cc1C(=O)O	-2%	5%	16	-2%	18%	-1%
CCOC(=O)C(NC(C)=O)(Nc1ccc(S(=O)(=O)Nc2cc(C)on2)cc1)C(F)(F)F (configuration not stated)	-19%	0%	13	-2%	25%	-9%
O=Cc1ccc(OCC(=O)Nc2ccccc2C(F)(F)F)cc1	-4%	5%	-28	-9%	19%	-2%
COc1ccc(C(=O)NCC(=O)OCC(=O)Nc2cc(OC)ccc2OC)cc1	-34%	4%	37	-10%	-11%	-10%
COc1ccc(NC(=O)CN2CCCC(C)C2)c([N+](=O)[O-])c1 (configuration not stated)	?	-1%	-8	1%	?	-2%
Cc1ccc(C)c(N2N=C(C(=O)OCc3nnc(-c4ccccc4)o3)CCC2=O)c1	12%	/	16	-14%	17%	4%
O=C(c1cnc2ccccc2n1)N1CCN(c2ccc(C(F)(F)F)cn2)CC1	4%	11%	3	-3%	15%	1%
COc1cccc(CN(C)CC(=O)Nc2ccccc2C(=O)NC2CC2)c1	-12%	/	-13	-14%	?	0%
CCOC(=O)c1cc(-c2ccccc2)sc1NC(=O)CSc1nnc(N)s1	-22%[2.29 µM]	0%	-33	?	-25%	-1%
CCOc1ccccc1C1C(C(=O)Nc2ccccc2)=C(C)Nc2nc(SCC(=O)c3ccc(C)cc3)nn21 (configuration not stated)	/	/	-72*	3%	/	-5%
COc1ccc(-c2cc(C(=O)Nc3cc(C)ccc3O)no2)cc1	-11%	19%	-29	8%	?	15%
O=C(N/N=C/c1cc2c3c(c1O)CCCN3CCC2)c1ccccc1O	-25%	?	-100*	-11%	3.2µM*	?
